RGS4 inh: inhibitors of human RGS4 | B-score at 10 µM | 0.45% of 310,000 active | HEK293 M3R/RGS4 inducible, Fluo-4 calcium flux; active compounds read high; triggered by carbachol at its EC20;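 active = B-score, a plate-corrected calcium signal, over three deviations above library mean, with baseline fluorescence within five deviations of library mean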;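 also: RGS4 expression induced by doxycycline in cells with stable M3 receptor; B-score is computed from the integrated fluorescence ratio over baseline after carbachol; higher B-score means a larger calcium signal and so more RGS4 inhibition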
Target sequence (P49798 whole entry, looked up): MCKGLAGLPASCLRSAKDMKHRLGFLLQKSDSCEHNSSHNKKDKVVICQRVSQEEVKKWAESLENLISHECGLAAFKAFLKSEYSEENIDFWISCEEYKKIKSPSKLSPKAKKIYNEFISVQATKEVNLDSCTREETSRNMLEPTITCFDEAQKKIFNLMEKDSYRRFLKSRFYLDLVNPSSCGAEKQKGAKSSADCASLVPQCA
Platelet DG rel: platelet dense granule release activity | 0.22% of 300,000 active | human platelet-rich plasma, SFLLRN dense granule ATP release, luminescence | AID 1663 | inhibition, %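 (compounds screened at 7.5 µM in platelet-rich plasma)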;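 active = mean replicate score, as percent of positive control, at or above 50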
MrgX1 PAM: human MrgX1 positive allosteric modulation, primary screen; 0.63% of 310,000 active; Q96LB2; B-score at 10 µM; AID 588675; MrgX1-HEK293, Fluo-4 calcium flux, FDSS; active compounds read high;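 active = plate-corrected calcium response at least 3 library SD above typical, normal starting fluorescence, not activating the receptor alone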;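 also: compound read alongside a low EC10 to EC30 dose of BAM8-22 agonist; peak minus trough fluorescence over baseline measured at the second addition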
Target sequence (Q96LB2 whole entry, looked up): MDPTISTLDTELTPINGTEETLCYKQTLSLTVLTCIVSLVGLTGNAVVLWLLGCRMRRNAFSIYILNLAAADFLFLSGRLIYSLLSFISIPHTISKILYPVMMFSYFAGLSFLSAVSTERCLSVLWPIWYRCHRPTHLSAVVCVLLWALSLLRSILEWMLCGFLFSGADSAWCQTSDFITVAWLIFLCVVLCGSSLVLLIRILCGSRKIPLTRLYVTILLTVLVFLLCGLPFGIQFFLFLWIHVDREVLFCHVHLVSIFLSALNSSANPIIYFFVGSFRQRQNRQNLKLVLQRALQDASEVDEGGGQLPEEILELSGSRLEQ
TRPC6 inhibitor: inhibitors of mouse TRPC6 channel; HEK293-TRPC6, membrane potential dye, ACh-evoked depolarization; active compounds read low; B-score at 10 µM; 1.1% of 310,000 active; AID 2553;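 active = B-score under library mean minus 3 SD, initial fluorescence not abnormally high, positive integrated signal ratio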;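 also: B-score derived from integrated fluorescence ratio over the kinetic read; more negative B-score means stronger inhibition of depolarization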
MrgX1 ag: human MrgX1 receptor agonism, primary screen; MrgX1-HEK293 cells, Fluo-4 calcium fluorescence, agonist mode; active compounds read high; Q96LB2; 0.44% of 310,000 active; B-score at 10 µM;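 active = calcium response B-score plate-corrected fluorescence ratio at least 3 library SD, with starting fluorescence B-score inside 5 SD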
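Material – MrgX1-expressing HEK293 cells · Input – 15,000 cells seeded per well · Dosing – compound as first of three additions · Times – overnight seeding, then 1 h dark dye loading · Measured by – kinetic Fluo-4 NW fluorescence of intracellular calcium · Read-out – B-scored fluorescence response ratio · Benchmarks – positive and negative control wells on each plate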
RGS4 act: potentiators or activators of RGS4; HEK293 M3R/inducible RGS4, carbachol calcium flux Fluo4; active compounds read low; B-score at 10 µM; 0.92% of 310,000 active; AID 463111;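 active = B-score of the integrated calcium signal more than 4 SD below the library mean, with starting fluorescence not abnormally high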;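 also: negative B-score means reduced calcium response which marks RGS4 activation or potentiation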
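Reagent: ECmax carbachol challenge; Test system: M3R-expressing HEK293 line, RGS4 induced by doxycycline; Schedule: overnight RGS4 induction, 30 min dye load 37 °C, 20 min compound RT; Detection: calcium dye Fluo4 fluorescence; Read-out: Agonist-evoked peak-minus-minimum fluorescence over baseline, integrated ratio, B score.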
MrgX1 antagonist: blocks BAM8-22 activation of human MrgX1 receptor | 1.3% of 310,000 active | B-score at 10 µM | MRGX1-HEK293 calcium flux, Fluo-4, BAM8-22 antagonism; active compounds read low;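 active = calcium-response B-score plate-corrected more than 3 library SD below zero, starting fluorescence within 5 deviations, no agonist response on first addition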;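 also: peak minus trough fluorescence over baseline after final BAM8-22 challenge near maximal dose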
HIF act: HIF pathway transcriptional activation | U2OS HRE-luciferase reporter, luminescence; normalized: DMSO 0%, desferrioxamine 100% | activation, % at 7.5 µM (by protocol) | 0.32% of 300,000 active | AID 1910;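 active = mean activation of at least 10% of the iron chelator positive control signal, with at least half of replicates also reaching 10%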
TRPC6 act: activates the mouse TRPC6 cation channel. Q61143. HEK293-TRPC6 membrane potential dye fluorescence; active compounds read high. B-score at 10 µM. 0.13% of 310,000 active. AID 2550;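 active = B-score of the integrated fluorescence ratio above library mean plus 3 SD, and starting fluorescence ratio within library mean plus 5 SD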;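 also: higher score means more depolarization so channel activation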
SKKanGAS inh: inhibitors of SKKanGAS S. pyogenes growth in kanamycin (SK-promoter or general growth effect). BacTiter-Glo, 6 h. inhibition, % at 7.5 µM. 1.3% of 300,000 active;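 active = mean replicate score, as percent of positive control median, at least 50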;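 also: strain carries kanamycin resistance gene driven by streptokinase promoter and grows in 40 µg/ml kanamycin; loss of luminescence reflects streptokinase promoter inhibition or plain growth inhibition; 0% = median of DMSO wells and 100% = positive control at its reference dose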
TRPC4 inh: blocks the mouse TRPC4 cation channel. HEK293 TRPC4beta/mu-opioid, DAMGO-evoked Fluo4 calcium flux; active compounds read low. B-score at 10 µM. 0.39% of 300,000 active;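 active = B-score over 3 SD under the library average, no early fluorescence shift, positive overall ratio signal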
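Assay system: HEK293 cells with stable TRPC4beta plus mu-opioid receptor expression; Probe or stimulus: DAMGO in two steps, submaximal then maximal; Dosing: single-point compound dosing; Measured by: Fluo4 calcium-dye fluorescence, kinetic read; Read-out basis: B score from integrated Fluo4 fluorescence ratio.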
Numbers without * were called inactive; i = inactive; nt = no result given; & = joins results of further samples. No enrichment for hits. Share with any hit: about 6.1%.

SMILES	RGS4 inh	Platelet DG rel	MrgX1 PAM	TRPC6 inhibitor	MrgX1 ag	RGS4 act	MrgX1 antagonist	HIF act	TRPC6 act	SKKanGAS inh	TRPC4 inh
CC1CCN(c2ccc(-c3cccc(NC(=O)C(F)(F)F)c3)nn2)CC1	i	1.6	i	i	i	i	i	-3.9	i	3.3	i
CCN(CC(=O)Nc1cccc(S(=O)(=O)N2CCOCC2)c1)Cc1ccccc1	i	4.7	i	i	i	i	i	-0.5	i	-10.8	i
Cc1nc2ccc(NC(=O)c3ccc4ccccc4n3)cc2s1	i	2.5	i	i	i	i	i	4.1	i	-12.3	i
COc1ccccc1N1CCN(C(=O)CCNS(=O)(=O)c2ccc(Br)s2)CC1	i	-2.2	i	i	i	i	i	-0.2	i	4.0	i
CC(C)(C)c1nnc(NC(=O)C2CC(=O)N(CCc3ccc(F)cc3)C2)s1 (centres undefined)	i	10.8	i	i	i	i	i	0.7	i	1.3	i
Cc1ccc(C(=O)c2coc3ccc(O)c(Cl)c23)cc1	i	1.4	i	i	i	i	i	5.8	i	-3.6	i
O=C(Nc1cccc(S(=O)(=O)N2CCCCC2)c1)c1ccc(OCC2CCCO2)cc1 (centres undefined)	i	-9.8	i	i	i	i	i	-0.7	i	-7.9	i
Cc1cc(C)cc(NC(=O)C(OC(=O)c2ccc([N+](=O)[O-])o2)c2ccccc2)c1 (centres undefined)	i	0.2	i	i	i	i	-6.63*	0.5	i	14.8	i
O=C1CC(C(=O)Nc2cccc(F)c2)n2ncnc2N1 (centres undefined)	i	3.2	i	i	i	i	i	0.0	i	4.6	i
COc1cc(/C=N/NC(=O)c2ccc3ccccc3c2)ccc1Oc1ccc([N+](=O)[O-])cn1	i	0.8	i	i	i	i	i	0.5	i	6.6	i
Cc1nc2ccc([N+](=O)[O-])cc2[nH]1	i	-8.1	i	i	i	i	i	0.1	i	-8.2	i
Cn1c(O)c(N=NC(=O)CNC(=O)c2ccco2)c2ccccc21	i	-1.3	i	i	i	i	i	-0.2	i	6.5	i
CCOC(=O)CSc1nc(N)c2c3c(sc2n1)CCCC3	i	0.7	i	i	i	i	i	0.2	i	-3.0	i
O=C1Nc2ccccc2/C1=C/c1cnc(-c2ccccc2)[nH]1	i	-17.7	i	i	i	-7.01*	i	4.9	i	-13.7	i
O=C(Nc1ccccc1C(=O)Nc1ccccc1)c1ccco1	i	4.8	i	i	i	i	i	-0.3	i	4.0	i
COc1ccc(N2C(=O)C3CCCN3C2c2ccc(Cl)cc2)cc1 (centres undefined)	i	6.9	i	i	i	i	i	0.1	i	-0.5	i
O=C(N/N=C/c1ccc(OCc2cnc(Cl)s2)cc1)c1ccncc1	i	4.5	i	i	i	i	i	0.8	i	-0.3	i
Cc1nnc(N/N=C/c2c[nH]c3ccccc23)[nH]c1=O	i	-1.8	i	i	i	i	i	-0.4	i	-10.9	i
CCOP(=O)(NC12CC3CC(CC(C3)C1)C2)NC12CC3CC(CC(C3)C1)C2	i	6.0	i	i	i	i	i	-0.3	i	9.7	i
CCCOc1cccc(C2/C(=C(\O)c3ccc4c(c3)OCCO4)C(=O)C(=O)N2CCCn2ccnc2)c1 (centres undefined)	i	-0.8	i	i	i	i	i	-0.2	i	-0.4	i
OC(COCCC12CC3CC(CC(C3)C1)C2)CN1CCCCC1 (centres undefined)	i	-9.3	i	i	i	i	i	-0.5	i	0.2	i
COc1ccccc1CN(C)C(=O)c1cc(-c2cccs2)nc2ccccc12	i	-1.7	i	i	i	-8.58*	i	-0.6	i	11.9	i
O=C(NCc1ccccc1)C1=C[C@@H](c2ccc(C(F)(F)F)cc2)C[C@@H](OCCCCO)O1	i	-0.9	i	i	i	i	i	-0.1	i	11.6	i
Cc1ccccc1NC(=O)CSc1ccc(-c2ccccn2)nn1	i	-8.3	i	i	i	i	i	-0.3	i	-5.2	i
O=C1COc2ccc(C(=O)COC(=O)c3ccccn3)cc2N1	i	-4.7	i	i	i	i	i	-0.4	i	-0.7	i
C#CCn1c(=NC(=O)c2ccco2)sc2cccc(Cl)c21	i	0.0	i	i	i	i	i	0.2	i	2.7	i
CC1=NN(c2nc(-c3ccc(C)cc3)cs2)C(=O)C1N=Nc1cccc(C)c1 (centres undefined)	i	-1.1	i	i	i	i	i	0.4	i	14.4	i
Cn1c(COc2cccc3ccccc23)nnc1SCC(=O)OC1CCCCC1	i	5.0	i	i	i	i	i	-0.1	i	-7.8	i
CCCN(CCC)CCNC(=O)C1c2ccccc2C(=O)N(CCOC)C1c1ccc(F)cc1 (centres undefined)	i	-6.2	i	i	i	i	i	0.2	i	-6.7	i
COc1cc2cc(CN(CCO)C(=O)c3cccs3)c(=O)[nH]c2cc1OC	i	0.1	i	i	i	i	i	0.2	i	-8.3	i
Cc1csc(NC(=O)c2nn(C)c(C)c2[N+](=O)[O-])n1	i	-4.9	i	i	i	i	i	1.0	i	-3.8	i
COc1ccc(N(C(=O)c2snc(C(N)=O)c2N)C(C(=O)NC2CCCC2)c2cccs2)c(OC)c1 (centres undefined)	i	6.7	i	i	i	i	i	-0.7	i	-6.8	i
NC(=O)c1ccc(NC(=O)CCCc2nc(-c3ccccc3Cl)no2)cc1	i	0.2	i	i	i	i	i	-0.4	i	-1.7	i
COc1ccc(C)cc1S(=O)(=O)N1CCN(Cc2ccccc2)CC1	i	-7.7	i	i	i	i	i	-0.1	i	-15.7	i
CCOC(=O)C1=C(C)Nc2ccccc2N=C1NC(=O)Cc1ccc(Br)cc1	i	-0.6	i	i	i	i	i	0.2	i	1.7	i
O=C(CN1CCCCCC1)Nc1cccc(NC(=O)CN2CCCCCC2)c1	i	11.6	i	i	i	i	i	1.5	i	-2.1	i
Cc1ccnc(NS(=O)(=O)c2ccc(NC(=O)C3CCCCC3C(=O)O)cc2)n1 (centres undefined)	i	-9.5	i	i	i	i	i	-0.2	i	-14.5	i
c1ccc(CC2CCN(C(c3cccs3)c3nnnn3C3CCCC3)CC2)cc1 (centres undefined)	i	2.2	i	i	i	i	i	nt	i	5.2	i
COCCN(C(=O)c1ccco1)c1nnc(-c2ccc(OC)cc2)s1	i	0.1	i	i	i	i	i	2.4	i	-5.6	i
CC(NC(=O)c1cc(-c2ccc3c(c2)OCO3)nc2ccccc12)C(C)(C)C (centres undefined)	i	5.8	i	i	i	i	i	0.2	i	11.4	i
Cc1ccc(NC(=O)CCN2C(=O)c3ccccc3Sc3ncccc32)cc1	i	-1.6	i	i	i	i	i	0.5	i	-3.7	i
COc1ccc(NS(=O)(=O)c2ccc(N3CCN(CCO)CC3)c([N+](=O)[O-])c2)cc1	i	0.8	i	i	i	i	i	-0.3	i	2.2	i
Cc1n[nH]c(=O)n1-c1cccc(C(F)(F)F)c1	i	1.7	i	i	i	i	i	-0.4	i	0.0	i
O=C(O)c1ccc(Cl)c(NC(=O)C2CCCN2S(=O)(=O)c2cccc3nsnc23)c1 (centres undefined)	i	-0.5	i	i	i	i	i	0.2	i	10.6	i
CCCCOc1ccccc1C(=O)N(Cc1ccc(C)o1)C1CCS(=O)(=O)C1 (centres undefined)	i	-5.5	i	i	i	i	i	0.2	i	-3.2	i
O=c1ccc(Oc2nc(N3CCOCC3)nc(N3CCOCC3)n2)nn1-c1ccccc1	i	0.2	i	i	i	i	i	-0.5	i	-3.8	i
CCn1nc(C(=O)OCC(=O)NCC(C)C)c2ccccc2c1=O	i	6.0	i	i	i	i	i	0.4	i	2.9	i
O=c1[nH]cccc1-c1nc2ccccc2n1Cc1ccccc1F	i	-4.9	i	i	i	i	i	0.1	i	-1.7	i
Cc1nc(SCC(=O)NCCc2ccccc2)c2c(=O)n(C)c(=O)n(C)c2n1	i	-4.9	i	i	i	i	i	0.4	i	-0.5	i
CCOC(=O)c1sc2nccc(OC)c2c1N=CNOC	i	6.0	i	i	i	i	i	0.1	i	-3.4	i
O=C(CCCCCNC(=O)N1CCn2c1nc1ccccc12)N[C@@H](Cc1ccccc1)C(=O)O	i	-10.4	i	i	i	i	i	-0.1	i	4.5	i
O=C(Nc1cnccn1)Nc1ccc(Cl)cc1Cl	i	3.9	i	i	i	i	i	0.6	i	10.3	i
O=C(NC1CCN(C(=O)NC2CCCCC2)CC1)c1cccc(F)c1	i	1.2	i	i	i	i	i	-0.6	i	-4.0	i
O=C(c1cccc(C(F)(F)F)c1)C1CCCN(C(=O)c2cc(C3CC3)[nH]n2)C1 (centres undefined)	i	-5.0	i	i	i	i	i	0.0	i	0.7	i
CC(=Nc1ccccc1)C1=C(O)COC1=O	i	-0.3	i	i	i	i	i	0.7	i	0.7	i
COc1ccc(NS(=O)(=O)c2ccc3ccccc3c2)c2ncccc12	i	-8.1	i	i	i	i	i	1.2	i	94.3*	i
Cc1cc(-n2c(C)cc(C(=S)N3CCOCC3)c2C)ccc1Br	i	0.9	i	i	i	i	i	-0.1	i	13.5	i
COc1ccc(C2=C(CN(C)C)C(c3ccccc3)c3ccccc3O2)cc1 (centres undefined)	i	-13.0&7.5	i	i	i	i	i	-0.5&-0.5	i	-18.1&-1.6	i
Cc1cc(O)cc(O[C@H]2OC(CO)[C@H](O)[C@@H](O)[C@H]2O)c1 (some centres undefined)	i	-8.7	i	i	i	i	i	-1.9	i	6.8	i
CC(/C=C1\SC(=S)N(NC(=O)c2ccc(O)cc2)C1=O)=C\c1ccccc1	i	-1.7	i	i	i	i	i	0.2	i	47.4	i
COc1cc(Cl)ccc1OCc1cc(C(=O)N2C[C@@H]3CCC[C@H]2C3)no1	i	-1.9	i	i	i	i	i	2.2	i	-5.2	i
CCN1CCCC1CNC(=O)c1ccc2c(=O)n(CCOC)c(=O)[nH]c2c1 (centres undefined)	i	-1.1	i	i	i	i	i	-0.6	i	-13.0	i
CN(CCO)c1ncnc2nc[nH]c12	i	-12.8	i	i	i	i	i	0.2	i	-1.9	i

Bioassay records: PubChem BioAssay, several laboratories
